NadD inh: blocks S. aureus nicotinate mononucleotide adenylyltransferase | purified NadD enzyme, colorimetric absorbance read-out | inhibition, % at 20 µM | hit rate 0.78% among 360,000; in the data active = inhibition above about 26%; also: some compounds past the cut are filed as inactive
SUMO1-SIM PPI: alters human SUMO1 binding to SIM partners; hit rate 0.33% among 360,000; inhibition, % at 20 µM; P63165; SUMO1 binding to a labelled peptide, TR-FRET, 1 h; in the data active = inhibition above about 37%
Target sequence (P63165 whole entry, looked up): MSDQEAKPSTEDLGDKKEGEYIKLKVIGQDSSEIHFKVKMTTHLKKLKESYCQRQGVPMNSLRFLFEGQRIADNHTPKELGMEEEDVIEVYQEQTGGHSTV
Scp1 inh: inhibitors of human Scp-1 phosphatase; Recombinant Scp1, phosphopeptide, malachite green phosphate absorbance; inhibition, % at 20 µM; AID 493091; hit rate 0.88% among 340,000;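 active = inhibition above about 50% at 20 µM, limit read from the data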;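 also: plate controls were DMSO wells with enzyme for no effect and wells lacking enzyme for full effect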
Target sequence (Q9GZU7 76-261 limits assumed): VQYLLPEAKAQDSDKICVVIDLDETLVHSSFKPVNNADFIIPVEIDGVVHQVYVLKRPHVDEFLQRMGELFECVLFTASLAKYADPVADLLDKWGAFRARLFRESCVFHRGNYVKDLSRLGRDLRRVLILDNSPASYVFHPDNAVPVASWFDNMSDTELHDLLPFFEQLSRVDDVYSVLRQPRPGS
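assay system = SCP-1 phosphatase catalytic domain, residues 76-261 | buffer or medium = 50 mM Tris acetate pH 5.5, 0.005% Tween-20, 10 mM MgCl2 | incubation = enzyme reaction 45 min at room temperature, colour 5 min, stabilisation 30 min | signal = Phosphate-binding colour reagent, absorbance read at 630 nm | measure = % inhibition at 20 µM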
LMPTP block: blocks human LMPTP phosphatase. P24666. recombinant LMPTP-A, OMFP fluorogenic substrate, fluorescence intensity. inhibition, % at 20 µM. hit rate 0.22% among 360,000. AID 651560;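 active = compounds that cut the enzyme signal by at least half of the control window in the single-dose screen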;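 also: plate controls were DMSO wells with enzyme plus substrate for no effect and substrate without enzyme for full effect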
Target sequence (P24666 whole entry, looked up): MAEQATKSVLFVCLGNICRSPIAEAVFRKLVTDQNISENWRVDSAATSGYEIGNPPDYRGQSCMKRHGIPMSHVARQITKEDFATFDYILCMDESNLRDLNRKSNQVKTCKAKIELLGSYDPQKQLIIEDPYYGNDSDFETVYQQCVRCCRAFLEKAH
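test system = LMPTP-A | amount = 0.625 nM LMPTP-A final | reagent = fluorogenic phosphatase substrate OMFP at 400 µM final | incubation = 50 min at room temperature | benchmarks = no-enzyme low control, uninhibited high control | medium = Bis-Tris pH 6.0, DTT, detergent | signal = fluorescence intensity of OMFP turnover product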
CendR NRP1 mod: alters CendR peptide binding to human NRP-1; FAM-RPARPAR peptide binding to NRP-1, fluorescence polarization; inhibition, % at 25 µM; hit rate 0.85% among 360,000;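 active = inhibition or corrected inhibition above about 18%, plus a signal ratio from 0.5 to 1.5, limit read from the data, passing the limit was not always enough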; also: strong numbers were not always called active
Rpn11 inh: blocks the human proteasome subunit Rpn11 | O00487 | human 26S proteasome, Ub4-pepOG fluorescence polarization; 20S core pre-blocked with epoxomicin | calls only at 20 µM | hit rate 0.59% among 360,000 | AID 588493;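 active = inhibition at 20 µM, scaled to each plate's controls, above about 33%, limit read from the data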
Target sequence (O00487 whole entry, looked up): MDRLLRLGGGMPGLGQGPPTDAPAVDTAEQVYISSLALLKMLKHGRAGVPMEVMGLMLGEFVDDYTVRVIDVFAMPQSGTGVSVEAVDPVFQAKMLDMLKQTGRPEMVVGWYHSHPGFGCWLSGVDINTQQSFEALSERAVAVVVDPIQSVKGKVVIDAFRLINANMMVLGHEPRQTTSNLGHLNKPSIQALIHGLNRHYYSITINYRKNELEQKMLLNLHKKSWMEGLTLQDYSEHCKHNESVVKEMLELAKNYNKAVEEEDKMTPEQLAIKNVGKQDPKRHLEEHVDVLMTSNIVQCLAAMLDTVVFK
MT1-MMP act inh: blocks activation of human MT1-MMP | P50281 | HT1080 RFP-PRO-GFP cells, GFP/RFP ratio fluorescence, overnight; percent of plate control window, DMSO zero | GFP/RFP ratio change, % at 20 µM | hit rate 0.061% among 360,000;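 active = GFP/RFP ratio change of at least 30% with cell ATP level not reduced by more than half and red fluorescence within 50% of control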; also: strong numbers were not always called active
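Assay system: HT1080 RFP-PRO-GFP cells | Dosing: 20 µM single dose, 1% DMSO | Incubation: Cells overnight before dosing, compound overnight, 37 °C, 5% CO2 | Evaluation: GFP/RFP fluorescence ratio | Control set: DMSO-only wells and HT1080 RFP-L50D-GFP cell wells as references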
STEP inh: STEP (human) phosphatase inhibition; recombinant STEP, OMFP fluorogenic substrate, fluorescence; inhibition, % at 20 µM; hit rate 0.25% among 360,000;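 active = inhibition at 20 µM, scaled per plate between control wells, above about 37%, limit read from the data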;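 also: 0% = DMSO with enzyme and substrate and 100% = substrate only without enzyme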
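System: STEP phosphatase, cell-free reaction; Buffer or medium: Bis-Tris pH 6.0 buffer with DTT, detergent; Incubation: 20 min at room temperature, dark; Measured by: fluorescence, 480/540 nm.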
DNMT1 inh: DNMT1 (human) enzyme inhibition | DNMT1 molecular beacon, Hinp1I cleavage, fluorescence | inhibition (reported as % activation of signal), % at 10 µM | hit rate 0.83% among 360,000 | AID 588458; in the data active = inhibition above about 50%
SKN-1 block: blocks SKN-1 activity in C. elegans; C. elegans VP596 Pgst-4::GFP/RFP ratio, acrylamide-induced, 24 h; inhibition, % at 21.8 µM; hit rate 0.49% among 360,000; AID 624304;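 active = interference check ratio from 0.5 to 1.5 plus GFP to RFP signal ratio inhibition reaching or exceeding a fixed threshold, cut at about 30% in these data, passing the limit was not always enough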; also: some compounds called inactive have numbers as strong as hits
Active calls of the source: *; i = inactive; x = no result given.

NadD inh	SUMO1-SIM PPI	Scp1 inh	LMPTP block	CendR NRP1 mod	Rpn11 inh	MT1-MMP act inh	STEP inh	DNMT1 inh	SKN-1 block	SMILES
-4	6	-6	0.5	-1	i	3	-4	-1	2	CN(C)CC1CCCCC1OC(=O)c1ccc(Cl)cc1Cl (stereo not drawn)
2	-18	1	-1.9	8	i	3	-1	1	0	O=[N+]([O-])c1cccc(COc2ccccc2CN2CCOCC2)c1
-8	-2	-7	3.0	-3	i	0	1	-6	6	COc1ccc(C(C)=O)cc1COC(=O)c1cc2ccccc2cc1O
0	4	-3	-1.8	0	i	-4	-1	-2	-2	CC(C)CSc1nc2ccccc2n1CC(=O)O
-1	-1	-1	-1.0	-13	i	2	-2	5	3	C[C@H](NC(=O)Nc1ccccc1F)C(=O)O
-1	3	x	0.2	-4	i	0	2	-14	10	NS(=O)(=O)c1ccc(CCNc2ccn3nc(-c4ccccc4)cc3n2)cc1
-5	7	-14	0.4	-1	i	-2	2	3	-1	CCCCCn1c(=O)c(C(=O)OCC)c(Cl)c2ccccc21
5	-21	-6	-0.7	1	i	-1	0	4	13	CCOC(=O)/C(C#N)=C1/C=CN(c2ccccc2)C=N1

NadD inh	SUMO1-SIM PPI	Scp1 inh	LMPTP block	CendR NRP1 mod	Rpn11 inh	MT1-MMP act inh	STEP inh	DNMT1 inh	SKN-1 block	SMILES
-1	-4	-13	-0.9	-2	i	4	5	3	4	CCc1n[nH]c2c1/C(=N\O)CC(C)(C)C2
-3	4	-10	-0.1	1	i	-5	-1	3	8	CC(C)(C)c1nc(NCCO)c2nnn(Cc3ccccc3)c2n1
1	1	-5	-3.0	7	i	-1	-1	1	9	CCNC(=S)N(Cc1ccccc1)Cc1nc2ccccc2c(=O)[nH]1
4	0	9	10	3	i	-24	-2	-8	6	c1ccc(CN2CCN(c3nc(-c4ccccc4)nc4ccccc34)CC2)cc1
-3	-66	0	-9.0	9	i	-1	0	-2	7	COc1ccccc1C(CNC(=O)CNC(=O)c1ccccc1Cl)N1CCCC1 (stereo not drawn)
-2	4	-4	-0.2	-2	i	-8	-1	3	1	N#CC1=C(N)Oc2c(oc(CO)cc2=O)C12C(=O)Nc1ccc(Cl)cc12 (stereo not drawn)
-19	4	-6	0.1	13	i	-8	-2	-3	-1	Nc1ccccc1SC/C=C/CSc1ccccc1N
-4	2	-2	3.2	14	i	-5	4	3	-20	CC(C)Sc1nc(N2CCCC2)c2c(c1C#N)CC(C)(C)OC2

NadD inh	SUMO1-SIM PPI	Scp1 inh	LMPTP block	CendR NRP1 mod	Rpn11 inh	MT1-MMP act inh	STEP inh	DNMT1 inh	SKN-1 block	SMILES
-3	3	-17	1.0	40*	i	-3	1	0	6	NC(=O)c1ccccc1NC(=O)C(c1ccccc1)c1ccccc1
6	1	5	-0.7	-1	i	5	-1	6	25	Cc1ccccc1N1CCN(C(=O)c2ccccc2NC(=O)/C=C\C(=O)O)CC1
7	7	-7	-1.7	-46	i	-19	0	-2	2	Cc1sc2nc(CSCC(=O)Nc3ccc(C(=O)N(C)C)cc3)[nH]c(=O)c2c1C
-7	3	-4	0.7	3	i	3	1	0	28	Cc1cc(C)cc(NC(=O)C2CCCN(c3nccc(C)n3)C2)c1 (stereo not drawn)
-4	-3	-7	-2.3	1	i	-2	-4	-2	14	O=C(Nc1ccc(Cl)c(Cl)c1)N1CC=CCC1
-7	-7	-9	0.9	-13	i	2	0	-2	5	S=C(NN=C1CCN(Cc2ccccc2)CC1)NC1CCCCC1
-5	-8	-3	1.1	6	i	-3	3	-4	14	CCN(N=Nc1cccc([N+](=O)[O-])c1)c1cccc([N+](=O)[O-])c1
-2	4	-3	0.5	1	i	-2	1	-1	8	O=C(O)CCN=Cc1c(O)c2ccccc2oc1=O

NadD inh	SUMO1-SIM PPI	Scp1 inh	LMPTP block	CendR NRP1 mod	Rpn11 inh	MT1-MMP act inh	STEP inh	DNMT1 inh	SKN-1 block	SMILES
3	9	-3	-1.2	10	i	-1	1	-1	5	Cc1cc(C)cc(NC(=O)NNC(=O)c2cc3occc3[nH]2)c1
20	11	1	1.2	-78	x	-20	1	-18	21	CCOC(=O)C1=C(CSc2nc(-c3ccncc3)ccc2C#N)OC(N)=C(C#N)C1c1ccc(OC)cc1 (stereo not drawn)
0	-15	-8	-0.3	-1	i	-1	-2	5	1	Cc1cccc(Oc2ncnc(N)c2[N+](=O)[O-])c1C
-5	-2	-1	0.7	-3	i	0	0	-4	13	O=C(NCCc1ccccc1)C(=O)NCC1OCCCN1S(=O)(=O)c1cc(F)ccc1F (stereo not drawn)
-9	1	-2	1.2	-4	i	1	0	4	16	O=C(NCc1ccccc1)c1onc(CSc2ccc(Cl)cc2)c1C(=O)NCC1CC1
2	-2	-7	3.0	-3	i	-35	1	-11	4	Cc1ccc(C2=CC(C)(c3ccc(C)cc3)Nc3nc(C(F)(F)F)nn32)cc1 (stereo not drawn)
-11	16	-12	-0.6	4	i	9	-3	-12	2	COc1ccc(NC(=O)CSc2[nH]c(=O)cc(C)c2C#N)cc1OC
-5	-3	-7	-3.3	9	i	-5	2	5	28	Cc1nc(SCC#N)c2c3c(sc2n1)CCC3

NadD inh	SUMO1-SIM PPI	Scp1 inh	LMPTP block	CendR NRP1 mod	Rpn11 inh	MT1-MMP act inh	STEP inh	DNMT1 inh	SKN-1 block	SMILES
4	-15	-5	0.1	-16	i	-32	3	-1	-9	CCCc1cc(-n2cnc3ccccc32)n2c(nc3ccccc32)c1C#N
7	-4	-13	-5.5	3	i	4	-1	-1	-4	S=C1SCN(CCN2CCOCC2)CN1Cc1ccccc1
-7	-3	-4	3.5	0	i	0	-3	-5	-12	Cc1c(C2(O)CCCCC2)[nH]c2cc(C(F)(F)F)ccc12
-7	-3	-2	-0.1	0	i	-8	-2	-4	-16	COc1ccc(C)cc1S(=O)(=O)N1CCN(S(=O)(=O)c2cc(C)ccc2OC)C(C)C1 (stereo not drawn)
1	2	x	-2.2	-1	i	3	1	4	9	CCNC(=O)C1CCCN(C(=O)c2cc(C)oc2C)CC1 (stereo not drawn)
-2	8	-2	1.2	11	i	7	-2	2	28	CN(CC(=O)NCC(=O)Nc1ccc(F)cc1)CC(=O)Nc1ccc(Cl)c(C(F)(F)F)c1
5	1	2	-1.1	-1	i	1	3	1	7	CC(C)c1ccc(C2NC(C(=O)O)CS2)cc1 (stereo not drawn)
-2	-4	-6	-2.8	-10	i	3	0	0	-28	CCCN(CC1CC1)C(=O)COc1ccccc1C(=O)NCc1ccccc1

NadD inh	SUMO1-SIM PPI	Scp1 inh	LMPTP block	CendR NRP1 mod	Rpn11 inh	MT1-MMP act inh	STEP inh	DNMT1 inh	SKN-1 block	SMILES
-3	-1	-4	-0.6	-1	i	2	-4	3	3	CCNC(=S)SCCOc1ccc(C)cc1
4	8	5	-0.8	-13	i	-1	1	2	1	CCOC(=O)c1cnc2nc(SCc3ccccc3Cl)[nH]n2c1=O
-5	-1	-7	-2.2	2	i	2	14	1	6	Cc1onc(-c2ccccc2Cl)c1C(=O)NCc1ccccn1
2	1	-1	-0.9	-27	i	3	0	-5	-7	N=C1SCC(=O)N1c1ncc(Cc2cccc(Cl)c2)s1
5	1	-4	2.3	3	i	3	4	42	2	Cc1nc(-c2cccc(NS(=O)(=O)c3ccccc3)c2)cs1
5	-3	2	1.7	9	i	-4	-2	0	9	Cc1cccc(NC(=S)NCCc2ccccc2)n1
-2	-25	-8	0.5	10	i	0	2	-5	7	O=C(NCCCNc1ccc([N+](=O)[O-])cc1Cl)c1ccccc1F
1	1	8	-1.6	-6	i	-4	0	-2	5	O=c1c2ccccc2ncn1Cc1ccccc1

Rewritten as labelled records: entries from further up
> N=C1SCC(=O)N1c1ncc(Cc2cccc(Cl)c2)s1
- NadD inh = 2
- SUMO1-SIM PPI = 1
- Scp1 inh = -1
- LMPTP block = -0.9
- CendR NRP1 mod = -27
- Rpn11 inh = i
- MT1-MMP act inh = 3
- STEP inh = 0
- DNMT1 inh = -5
- SKN-1 block = -7
> Cc1c(C2(O)CCCCC2)[nH]c2cc(C(F)(F)F)ccc12
- NadD inh = -7
- SUMO1-SIM PPI = -3
- Scp1 inh = -4
- LMPTP block = 3.5
- CendR NRP1 mod = 0
- Rpn11 inh = i
- MT1-MMP act inh = 0
- STEP inh = -3
- DNMT1 inh = -5
- SKN-1 block = -12
> Cc1cccc(Oc2ncnc(N)c2[N+](=O)[O-])c1C
- NadD inh = 0
- SUMO1-SIM PPI = -15
- Scp1 inh = -8
- LMPTP block = -0.3
- CendR NRP1 mod = -1
- Rpn11 inh = i
- MT1-MMP act inh = -1
- STEP inh = -2
- DNMT1 inh = 5
- SKN-1 block = 1
> CN(C)CC1CCCCC1OC(=O)c1ccc(Cl)cc1Cl (stereo not drawn)
- NadD inh = -4
- SUMO1-SIM PPI = 6
- Scp1 inh = -6
- LMPTP block = 0.5
- CendR NRP1 mod = -1
- Rpn11 inh = i
- MT1-MMP act inh = 3
- STEP inh = -4
- DNMT1 inh = -1
- SKN-1 block = 2

(further entries)
NadD inh	SUMO1-SIM PPI	Scp1 inh	LMPTP block	CendR NRP1 mod	Rpn11 inh	MT1-MMP act inh	STEP inh	DNMT1 inh	SKN-1 block	SMILES
-3	16	4	-0.5	11	i	-1	-3	-2	7	CC1CCN(S(=O)(=O)c2ccc3c(ccn3CC(=O)O)c2)CC1
-5	0	-7	-1.0	-2	i	2	0	2	-6	COc1ccc(OC)c(NC(=O)COC(=O)c2c(C)noc2C)c1
0	3	-2	-1.2	-6	i	-1	-2	0	-3	Cn1nccc1NS(=O)(=O)c1ccc(NC(=O)C(F)(F)F)cc1
26	-6	6	9.1	-23	i	0	-1	-1	12	CCOc1ccc(-n2ccc(=O)c(C(=O)Nc3ccc(S(=O)(=O)Nc4nccs4)cc3)n2)cc1
-9	9	-6	1.5	31*	i	0	1	0	-5	CCOC(=O)c1ccc(N2CCN(C(=O)c3ccccc3)CC2)c(NC(=O)c2ccco2)c1
-1	5	-5	-1.2	6	i	1	-4	0	-2	Cc1ccc2oc(C(=O)NCCCN3CCOCC3)c(C)c2c1
-2	6	-8	-0.6	6	i	1	0	1	8	CCOC(=O)C1CCN(C(=O)c2cc(COc3ccc(F)cc3F)on2)CC1
-2	-31	-6	-1.3	-10	i	1	-2	4	-3	COC(=O)c1ccccc1OC(=O)c1cc2ccccc2oc1=O
8	3	-5	0.7	4	i	7	-2	-1	-3	O=C(c1ccc(N2CCCC2=O)cc1)N1CCN(c2ccccc2O)CC1

Assay outcomes from PubChem.
